Screens: PubChem, several laboratories
proCasp3 act = activators of human procaspase-3 D3A mutant, primary screen, biochemical, absorbance, PC-3 D3A mutant, single concentration | recombinant procaspase-3 D3A, Ac-DEVD-pNA absorbance 405 nm | activation, % at 8.5 µM | 330,000 tested, 0.11% active | AID 463141, 2010;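 active means activation above the mean of all tested compounds plus 3 SD, cut at about 21% in these data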;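 further: 0% = DMSO alone and 100% = DMSO wells spiked with extra 5 µM PC-3 D3A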
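material = Procaspase-3 D3A mutant | probe or stimulus = Ac-DEVD-pNA | compound = single dose, 8.5 µM nominal compound, 0.8% DMSO | timing = 1 h preincubation, 2 h reaction | measured by = 405 nm absorbance of p-nitroaniline, reads at 0 and 120 min | benchmarks = DMSO-only low control, 5 µM PC-3 D3A high control | repeats = singlicate, each compound tested once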
PP1 counter = PP1-alpha phosphatase inhibitors, primary screen, counter-screen for PP5 inhibitor project, biochemical, fluorescence, OMFP substrate, single point. inhibition, % at 6.7 µM. AID 2235, 2010. purified PP1alpha. 320,000 tested, 0.9% active. Serine/threonine-protein phosphatase PP1-alpha catalytic subunit (Homo sapiens), P62136;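 active means inhibition above the mean inhibition of all tested compounds plus 3 SD, computed separately for each screening campaign, cut at about 15% in these data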
Target sequence (P62136 whole entry, looked up): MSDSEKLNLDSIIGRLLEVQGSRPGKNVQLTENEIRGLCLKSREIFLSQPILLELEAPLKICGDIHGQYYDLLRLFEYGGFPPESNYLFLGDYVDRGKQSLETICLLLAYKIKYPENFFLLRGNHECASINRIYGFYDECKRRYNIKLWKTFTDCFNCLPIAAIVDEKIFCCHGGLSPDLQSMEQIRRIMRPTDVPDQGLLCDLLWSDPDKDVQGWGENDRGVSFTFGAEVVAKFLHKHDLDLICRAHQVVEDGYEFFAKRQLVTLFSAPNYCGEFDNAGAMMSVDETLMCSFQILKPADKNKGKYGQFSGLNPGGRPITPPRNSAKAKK
TPT1 inh = Candida albicans TPT1 enzyme inhibitors, primary screen, biochemical, fluorescence polarization | recombinant caTPT1, FP RNA substrate dephosphorylation | inhibition, % at 5 µM | 300,000 tested, 0.81% active | AID 1962, 2009;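 active means inhibition above the mean of all tested compounds plus 3 SD, set per screening campaign, cut at about 24% in these data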;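 further: plate controls were DMSO alone for no effect and ferristatin control at 100 nM for full effect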
Efflux pump mplx = inhibitors of Candida efflux pumps in yeast, primary screen, S. cerevisiae, Nile Red, multiplex. S. cerevisiae Candida pump triplex. inhibition, % at 10 µM. 330,000 tested, 0.44% active;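 active means plate passing quality check with inhibition over a set limit, or well fluorescence over plate mean plus 4 SD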;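 further: Nile Red retained in pooled yeast measured as flow cytometry median fluorescence; 0% = buffer negative control and 100% = Enniatin B positive control; higher means more Nile Red kept so more efflux inhibition; some compounds called inactive have numbers as strong as hits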
JMJD2C inh = inhibitors of GASC-1 histone demethylase, primary screen, biochemical, fluorescence, DELFIA europium. Lysine-specific demethylase 4C (Homo sapiens), Q9H3R0. inhibition, % at 2.35 µM. AID 2099, 2009. 330,000 tested, 0.069% active. GST-JMJD2C(1-420) H3K9me3 demethylation;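 active means more than half of a compound's replicate wells show inhibition beyond 50%, single wells judged on their own value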;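 further: signal counts dimethyl H3K9 product captured on neutravidin plate; 0% = median of DMSO wells and 100% = 0.3 times that DMSO median; strong numbers were not always called active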
Target sequence (Q9H3R0 1-420 limits assumed): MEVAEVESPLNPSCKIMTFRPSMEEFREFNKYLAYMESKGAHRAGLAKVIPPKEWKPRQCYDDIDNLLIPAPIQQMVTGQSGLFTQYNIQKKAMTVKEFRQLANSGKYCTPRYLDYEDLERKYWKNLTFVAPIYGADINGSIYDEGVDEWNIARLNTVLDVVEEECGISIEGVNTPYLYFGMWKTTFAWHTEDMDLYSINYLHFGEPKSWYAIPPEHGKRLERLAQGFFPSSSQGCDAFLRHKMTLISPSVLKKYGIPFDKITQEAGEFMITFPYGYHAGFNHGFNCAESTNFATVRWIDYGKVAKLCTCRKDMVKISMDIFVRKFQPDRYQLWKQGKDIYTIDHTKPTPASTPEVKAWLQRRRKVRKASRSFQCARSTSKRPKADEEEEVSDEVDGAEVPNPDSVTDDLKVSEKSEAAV
HCV core dimer = inhibitors of HCV core protein dimerization, primary screen, biochemical, TR-FRET, high-throughput | TR-FRET GST/Flag-core106 dimerization, 1536-well | inhibition, % at 5 µM | 300,000 tested, 0.33% active;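 active means inhibition above the mean of all tested compounds plus 3 SD, set per screening campaign, cut at about 45% in these data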
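System: GST-tagged and Flag-tagged HCV core protein residues 1-106 / Input: core106 proteins, GST 13.5 nM and Flag 17 nM / Buffer or medium: KF-containing HEPES buffer, pH 7.45, DTT, CHAPS, BSA / Probe or stimulus: Eu-anti-GST and XL665-anti-Flag labelled anti-tag antibodies / Schedule: 4 h, 22.5 °C incubation / Technique: TR-FRET 671 and 617 nm emission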
PP5 primary = PP5 phosphatase inhibitors, primary screen, biochemical, fluorescence | inhibition, % at 6.7 µM | 320,000 tested, 0.18% active | purified PP5c, OMFP substrate fluorescence;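 active means inhibition above the campaign's mean inhibition across all tested compounds plus 3 SD, cut at about 9.5% in these data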;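 further: 0% = DMSO only and 100% = 100 µM cantharidin control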
procasp7 counter = procaspase-7 activators, primary screen, counter-screen for procaspase-3 activator project, biochemical, absorbance, HTS, human; activation, % at 8.5 µM; 330,000 tested, 0.093% active; recombinant procaspase-7, Ac-DEVD-pNA absorbance 405 nm; D23A/D198A/D206A triple mutant, cannot self-cleave; scale: DMSO 0, 5 µM enzyme 100;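 active means percent activation above the screen-wide mean plus 3 SD, cut at about 25% in these data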
Target sequence (P55210 whole entry D23A/D198A/D206A): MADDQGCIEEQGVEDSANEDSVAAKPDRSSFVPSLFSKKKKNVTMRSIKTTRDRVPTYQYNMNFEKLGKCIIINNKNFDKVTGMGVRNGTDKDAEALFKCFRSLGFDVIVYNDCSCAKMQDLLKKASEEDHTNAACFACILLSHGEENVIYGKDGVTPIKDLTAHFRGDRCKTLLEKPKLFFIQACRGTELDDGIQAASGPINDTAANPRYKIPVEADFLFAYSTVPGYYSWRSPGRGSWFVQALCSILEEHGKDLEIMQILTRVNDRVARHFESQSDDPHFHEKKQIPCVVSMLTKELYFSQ
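Detection: p-Nitroaniline absorbance at 405 nm, read at 0 and 120 min; system: Uncleavable procaspase-7 mutant enzyme; evaluation: % activation from two-timepoint absorbance difference, scaled to controls; times: 1 h enzyme–compound preincubation and 2 h substrate reaction, both 25 °C; buffer or medium: Zinc-free HEPES pH 7.4 with 300 mM NaCl, 0.01% Triton X-100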
Fh CTSL1 inh = Fasciola hepatica cathepsin L1 inhibitors, primary screen, counter-screen for PFM18AAP inhibitor project, biochemical, QFRET, fluorogenic peptide substrate; AID 1906, 2009; recombinant F. hepatica cathepsin L1, Z-Leu-Arg-MCA fluorescence; 300,000 tested, 0.49% active; inhibition, % at 5.96 µM;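 active means inhibition above the mean of all tested compounds plus 3 SD, set per screening campaign, cut at about 17% in these data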;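 further: 0% = plate median of test compound wells and 100% = 1 µM Z-Phe-Ala-diazomethylketone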
* hit, by the source's call; . = not tested or not shown.

SMILES	proCasp3 act	PP1 counter	TPT1 inh	Efflux pump mplx	JMJD2C inh	HCV core dimer	PP5 primary	procasp7 counter	Fh CTSL1 inh
O=C(O)c1ccccc1C(=O)NC1=NN(c2ccccc2)CC1	1.8	2.0	-1.4	0.1	2.2	-6.0	1.2	-1.8	-0.6
O=C(C[n+]1cc(-c2ccccc2)n2c1CCC2)OCc1ccccc1	-3.2	-2.7	4.5	-0.1	-0.6	-5.2	0.1	-2.0	-4.9
CCC(=O)N1CCN=C1SCc1ccc(F)cc1	9.4	-1.6	-7.0	-0.1	-1.5	0.6	1.0	5.1	-1.4
Cn1c(=O)c2c(nc(CN3CCN(CCO)CC3)n2Cc2ccccc2Cl)n(C)c1=O	1.8	-4.7	-1.4	0.1	-14.1	-14.9	3.1	12.7	-2.2
COc1ccc(CCNC2CC(=O)N(CCc3ccccc3)C2=O)cc1OC (stereo not given)	-27.9	0.5	0.5	0.1	-1.8	1.4	-0.4	-32.3	3.4
O=C1CCCN1CC(CN1CCOCC1)Sc1nnnn1-c1ccccc1 (stereo not given)	-4.3	0.7	-5.0	-0.1	8.1	4.1	-0.9	-2.9	0.0
CC(C)C(=O)Nc1ccc(Oc2ccc3c(c2)C(=O)NC3=O)cc1	0.1	-2.7	0.5	-0.2	-1.0	4.2	2.3	7.4	-2.5
CC(NS(=O)(=O)OCC(Cl)(Cl)Cl)c1ccc(C(C)(C)C)cc1 (stereo not given)	12.2	19.2*	-2.6	0.1	3.2	-11.3	7.5	-14.3	5.1
COCC(=O)N(CCc1ccc(OC)c(OC)c1)Cc1cc2cc(C)ccc2nc1Cl	0.2	-2.6	-4.0	0.0	-2.5	0.5	2.1	-4.2	-7.1
CCOc1cccc2cc(C(=O)Nc3ccccc3-c3ccccc3)c(=O)oc12	-0.2	1.1	-1.8	0.1	-7.5	5.0	2.6	-6.6	-9.0

In the list so far, these contain sulfur:
SMILES	proCasp3 act	PP1 counter	TPT1 inh	Efflux pump mplx	JMJD2C inh	HCV core dimer	PP5 primary	procasp7 counter	Fh CTSL1 inh
CCC(=O)N1CCN=C1SCc1ccc(F)cc1	9.4	-1.6	-7.0	-0.1	-1.5	0.6	1.0	5.1	-1.4
O=C1CCCN1CC(CN1CCOCC1)Sc1nnnn1-c1ccccc1 (stereo not given)	-4.3	0.7	-5.0	-0.1	8.1	4.1	-0.9	-2.9	0.0
CC(NS(=O)(=O)OCC(Cl)(Cl)Cl)c1ccc(C(C)(C)C)cc1 (stereo not given)	12.2	19.2*	-2.6	0.1	3.2	-11.3	7.5	-14.3	5.1

Carrying on:
SMILES	proCasp3 act	PP1 counter	TPT1 inh	Efflux pump mplx	JMJD2C inh	HCV core dimer	PP5 primary	procasp7 counter	Fh CTSL1 inh
CCc1ccc(N2CC(C(=O)NCc3ccco3)CC2=O)cc1 (stereo not given)	-3.5	-2.6	-1.2	-0.1	28.5	4.5	-0.8	0.2	4.3
COc1ccc(CCNC(=O)CCc2ccc(S(=O)(=O)NC(C)C)cc2)cc1OC	0.1	-0.1	-5.0	-0.1	-5.2	3.1	-0.3	-2.2	-0.8
C[C@H](CO)N1C[C@H](C)[C@@H](CN(C)C(=O)Nc2ccc(C(F)(F)F)cc2)Oc2c(NC(=O)C3CCCCC3)cccc2C1=O	5.0	.	.	0.9	-2.6	.	.	3.0	.
COc1ccc(CNC(=O)C(C)OC(=O)c2cccs2)cc1 (stereo not given)	8.3	-3.7	-2.7	-0.1	-1.7	-4.1	-4.2	0.1	-4.4
CCC(=O)c1ccc(OCC(=O)NC2CCN(Cc3ccccc3)CC2)cc1	8.2	.	.	0.0	3.0	.	.	0.9	.
NC(=S)NNC(=O)COc1ccccc1O	0.0	-5.3	-0.6	0.4	5.6	-1.6	-2.5	-4.1	-1.2
CCc1nc(N2CCN(C(=O)c3ccco3)CC2)c2oc3ccccc3c2n1	8.3	6.6	3.2	0.0	-1.8	1.2	0.8	-6.2	-1.8
COc1cccc(C2CC(c3ccccc3Cl)n3nc(N)nc3N2)c1 (stereo not given)	0.4	-0.3	3.0	0.2	-7.0	5.2	2.3	6.2	-2.2
CCCn1nnnc1NC(=O)c1ccc(C)cc1Cl	-2.3	-1.1	1.3	0.1	1.7	5.8	-1.7	-1.9	6.3
CC[C@@](C)(NS(=O)(=O)OCC(Cl)(Cl)Cl)c1ccccc1	5.4	-0.1	1.7	0.2	-6.6	-8.9	2.5	1.5	1.3
CCOC(=O)CC(=O)Nc1ccc(C(=O)OCC)cc1	0.5	-0.1	-4.2	0.0	-1.1	-7.7	-0.2	-4.5	-5.8
O=C(CSc1nnc(NC2CCCCC2)s1)NC1CCS(=O)(=O)C1 (stereo not given)	1.3	-3.9	-4.0	0.2	-14.4	5.1	-1.1	-1.6	2.3
COCCCN=Cc1c(-c2ccccc2)[nH]n(-c2nc3ccccc3s2)c1=O	-3.1	13.8	-1.9	0.0	1.0	2.4	2.7	-5.4	1.5
CCN=C1S/C(=C\c2ccc(OCC)c(OC)c2)C(=O)N1CC	0.9	3.7	0.6	0.2	3.5	3.1	2.1	-0.5	0.1
O=C(NC1CCCC1)C1CCN(C(=O)c2ccccc2Cl)CC1	1.9	1.1	1.0	-0.1	6.2	12.2	1.0	4.1	11.5
CC(C)C(C(=O)Nc1ccccc1F)N1C(=O)c2ccccc2C1=O (stereo not given)	-7.5	-2.1	-4.1	0.1	-13.6	-1.4	1.7	1.9	0.0
Cc1cc(C)n2nc(C(=O)NCc3ccco3)nc2n1	-3.6	-2.1	2.1	0.3	4.1	-5.0	3.8	9.6	-0.9
O=C(CCNC(=O)c1ccc(Cl)cc1)NCCCN1CCOCC1	-2.0	-3.6	.	-0.3	0.4	.	0.5	8.1	.
CCC(=O)Nc1ccc(C(=O)c2ccccc2)cc1	4.6	-1.2	-4.8	-0.1	3.8	1.3	1.0	10.8	0.6
Cn1c(=O)c(-c2ccccc2N)nc2ccccc21	1.4	-3.8	-2.1	-0.1	-27.1	0.4	0.5	-1.7	-0.6

An excerpt from the list above, as a working copy:
SMILES	proCasp3 act	PP1 counter	TPT1 inh	Efflux pump mplx	JMJD2C inh	HCV core dimer	PP5 primary	procasp7 counter	Fh CTSL1 inh
CC(C)C(C(=O)Nc1ccccc1F)N1C(=O)c2ccccc2C1=O (stereo not given)	-7.5	-2.1	-4.1	0.1	-13.6	-1.4	1.7	1.9	0.0
Cc1cc(C)n2nc(C(=O)NCc3ccco3)nc2n1	-3.6	-2.1	2.1	0.3	4.1	-5.0	3.8	9.6	-0.9
O=C(CCNC(=O)c1ccc(Cl)cc1)NCCCN1CCOCC1	-2.0	-3.6	.	-0.3	0.4	.	0.5	8.1	.
CCC(=O)Nc1ccc(C(=O)c2ccccc2)cc1	4.6	-1.2	-4.8	-0.1	3.8	1.3	1.0	10.8	0.6
Cn1c(=O)c(-c2ccccc2N)nc2ccccc21	1.4	-3.8	-2.1	-0.1	-27.1	0.4	0.5	-1.7	-0.6

Additional compounds follow.
SMILES	proCasp3 act	PP1 counter	TPT1 inh	Efflux pump mplx	JMJD2C inh	HCV core dimer	PP5 primary	procasp7 counter	Fh CTSL1 inh
COc1ccccc1NS(=O)(=O)c1cccc(C(=O)OCc2nc3ccccc3s2)c1	0.1	5.1	4.0	-0.2	1.7	7.7	2.2	4.8	2.2
COc1ccc(OC)c(C(=O)N/N=C/c2ccccn2)c1	0.2	-0.6	2.3	-0.1	6.9	-5.9	0.2	4.0	3.7
COc1ccccc1CCC(=O)NNC(=O)c1cccs1	9.1	.	.	-0.1	1.2	.	.	3.7	.
NC(=S)Nc1ccc(C(F)(F)F)cc1Cl	0.4	-4.6	-0.7	0.0	1.7	-2.4	2.2	-5.5	-3.4
CCCCN(C(=O)COC(=O)CSc1cc(C)c2ccccc2n1)c1c(N)n(CCC)c(=O)[nH]c1=O	1.2	3.3	-1.7	-0.1	1.8	-3.9	0.6	-5.2	0.0
Cc1ccc(NC(=O)COC(=O)/C=C/c2ccc(Br)o2)cc1S(=O)(=O)N(C)C	-8.3	-1.5	4.9	0.4	-2.7	34.3	-0.4	-9.6	-16.8
O=C(Nc1ccc(Nc2ccccc2)cc1)c1cc([N+](=O)[O-])ccc1Cl	2.2	2.2	-4.4	0.1	5.6	3.2	1.2	-7.0	4.1
O=C(CSc1ccc(-c2nc3ccccc3[nH]2)cn1)N1CCN(C(=O)c2ccco2)CC1	7.8	-4.4	3.4	0.0	-0.8	-0.9	2.5	1.6	-2.4
C#CCSc1nnc(-c2ccc([N+](=O)[O-])cc2)o1	-9.5	-3.3	-1.5	0.2	5.1	1.0	0.6	0.8	0.6
CCCCc1nc2sc3c(c2c(=O)[nH]1)CCC3	2.4	-3.4	0.7	0.0	-8.0	-1.5	-1.4	9.6	-1.7
Cc1cc(=O)oc2cc(NC(=O)CC3(CC(=O)O)CCCC3)ccc12	0.5	-3.4	0.8	0.1	-1.5	-1.4	0.1	5.3	5.8
CC(C)(C)c1cc(-c2n[nH]c(=S)n2-c2ccc(Cl)cc2)n[nH]1	-9.8	-5.1	-0.5	0.1	12.4	4.8	0.4	-31.3	-1.0
COc1cc(C(=O)OCC(=O)N2CCOCC2)c([N+](=O)[O-])cc1OC	-0.3	2.1	-0.5	-0.2	3.2	-2.1	2.5	-7.0	-2.9
Cc1ccccc1-n1c(Cn2c(=O)sc3ccccc32)nnc1SC(C)C	4.0	6.2	-6.5	-0.1	-14.6	-7.5	4.7	3.7	-1.0
O=C(NCc1cccs1)C1CC(c2ccc(Cl)cc2)=NO1 (stereo not given)	2.0	-5.2	3.3	0.0	-16.2	1.9	0.9	9.8	-1.0
O=C(O)c1ccc2c(c1)C(=O)N(CCCCCCCN1C(=O)c3ccc(C(=O)O)cc3C1=O)C2=O	-6.7	-6.4	-4.5	0.0	-0.7	-2.6	-2.9	-0.7	6.7

Compounds were not picked by outcome. Share with any hit: about 2.9%.
